Screening data: PubChem, Broad Institute
IDE exosite FP – exo-site inhibitors of human IDE, primary screen, biochemical, fluorescence anisotropy, probe displacement | Insulin-degrading enzyme (Homo sapiens), P14735 | purified IDE, FL-6b probe fluorescence polarization; active compounds read low | z-score at 20 µM | 6.3% of 17,000 active | AID 1259349, 2017;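 active = z-score of -3 or lower, meaning strong loss of probe binding signal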;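 also: His-tagged human IDE residues 42-1019 made in E. coli with 30 nM FL-6b probe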
Target sequence (P14735 42-1019 limits assumed): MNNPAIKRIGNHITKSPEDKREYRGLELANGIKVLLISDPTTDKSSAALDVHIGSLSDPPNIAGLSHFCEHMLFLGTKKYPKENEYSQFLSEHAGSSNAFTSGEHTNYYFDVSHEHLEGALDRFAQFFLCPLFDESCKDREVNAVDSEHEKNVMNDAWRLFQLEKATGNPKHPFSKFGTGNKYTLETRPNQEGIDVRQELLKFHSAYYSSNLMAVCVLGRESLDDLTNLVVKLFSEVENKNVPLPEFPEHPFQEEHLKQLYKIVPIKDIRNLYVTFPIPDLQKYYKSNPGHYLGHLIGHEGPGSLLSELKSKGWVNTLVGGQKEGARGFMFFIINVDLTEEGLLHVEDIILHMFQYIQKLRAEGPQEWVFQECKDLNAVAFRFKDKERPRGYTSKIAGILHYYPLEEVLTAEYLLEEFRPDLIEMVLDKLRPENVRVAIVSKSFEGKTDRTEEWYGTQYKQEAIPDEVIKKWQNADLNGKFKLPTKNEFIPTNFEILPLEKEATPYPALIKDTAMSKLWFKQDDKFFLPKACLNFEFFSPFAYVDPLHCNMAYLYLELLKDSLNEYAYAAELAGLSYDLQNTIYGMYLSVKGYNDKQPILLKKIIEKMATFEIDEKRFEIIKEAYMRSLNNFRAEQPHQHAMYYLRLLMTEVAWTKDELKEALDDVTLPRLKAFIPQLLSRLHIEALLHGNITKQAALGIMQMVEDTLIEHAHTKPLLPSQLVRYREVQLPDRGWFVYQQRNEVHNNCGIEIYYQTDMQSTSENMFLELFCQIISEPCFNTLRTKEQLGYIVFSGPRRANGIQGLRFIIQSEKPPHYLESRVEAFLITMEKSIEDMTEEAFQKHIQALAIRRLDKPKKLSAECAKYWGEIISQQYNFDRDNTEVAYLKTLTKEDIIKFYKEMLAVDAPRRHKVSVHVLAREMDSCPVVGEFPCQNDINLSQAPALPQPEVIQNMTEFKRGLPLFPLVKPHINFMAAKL
An asterisk follows results filed as active; & = joins results of further samples; ! = not active in a repeat. These rows are one share of the data; rates above refer to the full screens.

SMILES | IDE exosite FP
O=C(NC[C@@H]1[C@H](c2ccccc2)[C@@H](CO)N1Cc1cccnc1)c1ccccn1 | 0.68
CCCC#Cc1cnc2c(c1)C(=O)N([C@H](C)CO)C[C@@H](C)[C@H](CN(C)C(=O)Nc1cc(F)ccc1F)O2 | -0.91
C[C@@H]1CN([C@@H](C)CO)C(=O)c2cc(C3=CCCCC3)cnc2O[C@H]1CN(C)S(=O)(=O)c1cn(C)cn1 | 0.01
OC[C@@H]1[C@@H](c2ccc(-c3ccccc3)cc2)[C@H]2CN(Cc3cncnc3)CCCCN12 | 2.7
CCN(C[C@H]1N[C@H](CO)[C@@H]1c1ccc(-c2ccc(F)cc2)cc1)C(=O)COC | 4.7
O=C(NCC[C@H]1CC[C@@H](NS(=O)(=O)Cc2ccccc2)[C@@H](CO)O1)C1CCCCC1 | -0.035
COc1cccc(S(=O)(=O)N2C[C@@H](O)COC[C@H]3O[C@H](CC(=O)NCCCN4CCOCC4)CC[C@@H]32)c1 | -0.62
COc1cccc(CN2C[C@@H]3N[C@H](C2)C3c2ccc(-c3ccccc3F)cc2)c1 (some centres undefined) | -5.1*!
COc1cccc(NC(=O)N[C@@H]2C=C[C@H](CC(=O)NCc3ccncn3)O[C@H]2CO)c1 | 0.18
Cc1ccccc1S(=O)(=O)N1[C@H](C#N)[C@@H](c2ccccc2-c2cccc(F)c2)[C@@H]1CO | -0.73
C[C@@H]1CN([C@H](C)CO)C(=O)Cc2cc(NC(=O)c3ccncc3)ccc2O[C@H]1CN(C)C(=O)Nc1ccc(F)cc1 | 2.2
COc1cccc(-c2ccc([C@H]3[C@@H](CO)N4CCCCN(C(=O)c5ccc(F)cc5)C[C@H]34)cc2)c1 | -3.3*
Cc1cccc(S(=O)(=O)N2CCCCN3[C@H](CO)[C@H](c4ccc(C#C[C@@H](C)O)cc4)[C@H]3C2)c1 | 0.36
CCC(=O)N1C[C@H](O)COC[C@@H]2O[C@H](CC(=O)NCc3ccc(Oc4ccccc4)cc3)CC[C@H]21 | -0.64
C[C@@H]1CCCCO[C@@H](CN(C)C(=O)CCC(F)(F)F)[C@@H](C)CN([C@@H](C)CO)C(=O)c2cc(NC(=O)C3CCCCC3)ccc2O1 | -0.79
C/C=C/c1ccc([C@H]2[C@@H](CO)N(CCC(F)(F)F)C23CN(C(=O)CC2CC2)C3)cc1 | 0.17
C[C@@H]1CN([C@@H](C)CO)C(=O)c2cc(NC(=O)Nc3cccc4ccccc34)ccc2O[C@@H](C)CCCCO[C@@H]1CN(C)S(=O)(=O)c1cn(C)cn1 | -3.9*
N#C[C@@H]1[C@H](c2ccc(C3=CCCCC3)cc2)[C@H](CO)N1C(=O)Nc1ccccc1F | 0.64
O=C(C1CCCCC1)N1CC(=O)N2[C@H](CO)[C@H](c3ccc(-c4ccccc4F)cc3)[C@H]2C1 | -2.1
COc1ccc(-c2ccc(C3[C@H]4CNC[C@@H]3N4Cc3ccc4c(c3)OCO4)cc2)cc1 (some centres undefined) | 6.1&2.2
O=C(Nc1cccc(F)c1)N1CC(=O)N2[C@H](CO)[C@@H](c3ccc(-c4ccc(F)cc4)cc3)[C@@H]2C1 | 2.9
CS(=O)(=O)N1CCCCN2[C@H](CO)[C@@H](c3ccc(C#Cc4ccccn4)cc3)[C@@H]2C1 | -1.6
CS(=O)(=O)Nc1ccc2c(c1)[C@@H]1C[C@@H](CC(=O)NCc3cc(F)ccc3F)O[C@H](CO)[C@@H]1O2 | 0.6
Cc1cccc(S(=O)(=O)N2CCCCN3[C@H](CO)[C@@H](c4ccc(C#C[C@@H](C)O)cc4)[C@H]3C2)c1 | 1
CCC(=O)N(C)C[C@@H]1[C@@H](c2ccc(-c3ccccc3F)cc2)[C@H](CO)N1C(C)=O | 1.8
SMILES | IDE exosite FP
CCN(C[C@H]1N[C@H](CO)[C@@H]1c1ccc(C2=CCCC2)cc1)C(=O)c1ccncc1 | 2.6
COc1ccccc1S(=O)(=O)N(C)C[C@@H]1OCc2cn(nn2)CCCC(=O)N([C@H](C)CO)C[C@@H]1C | -0.11
COCC(=O)N1CC(=O)N2[C@H](CO)[C@H](c3ccc(-c4cccnc4)cc3)[C@@H]2C1 | 4.2
CCC(=O)N1C[C@@H](C)[C@@H](OC)CN(C)C(=O)c2ccc(NC(=O)CC(F)(F)F)cc2OC[C@H]1C | 0.65
COc1ccc2c3c([nH]c2c1)[C@@H](CO)N(Cc1cc(F)ccc1F)CC31CCN(C(=O)CN(C)C)CC1 | -1.5
N#C[C@H]1[C@H](c2ccccc2-c2ccccc2F)[C@H](CO)N1C(=O)Cc1ccccc1 | 0.46
COc1ccc2c3c(n(C)c2c1)[C@@H](CO)N(CC1CCCC1)CC31CN(C(=O)Nc2ccccc2)C1 | -0.12
CCC(=O)NC[C@@H]1[C@@H](c2ccc(C3=CCCC3)cc2)[C@H](CO)N1C(=O)C1CC1 | 3.6
CO[C@@H]1CN(C)C(=O)c2cc(NC(=O)Nc3c(C)noc3C)ccc2OC[C@@H](C)NC[C@H]1C | -1.6
CC(C)c1cccc(NC(=O)C[C@H]2CC[C@H]3[C@@H](COc4ccc(NS(=O)(=O)c5ccccc5Cl)cc4C(=O)N3C)O2)c1 | -0.38
C[C@H]1CC(=O)N[C@H](c2ccccc2)C/C=C\C[C@@H](c2ccc3c(c2)OCO3)NC1=O | 0.15
CC(C)C#Cc1ccc([C@H]2[C@H](CO)N3C(=O)CN(C(=O)c4ccccn4)C[C@@H]23)cc1 | 1.4
O=C1C[C@H](c2ccccc2)C(=O)N[C@@H](c2ccc(F)cc2)C/C=C\CCN1 | 1.1
O=C(C[C@H]1CC[C@H]2[C@@H](COC[C@H](O)CN2Cc2ccc(C(F)(F)F)cc2)O1)N1CCc2ccccc2C1 | 1.1
O=C(Cc1ccccn1)N1CC(=O)N2[C@@H](CO)[C@@H](c3ccc(C#CC4CC4)cc3)[C@@H]2C1 | 0.96
COc1ccc2c3c(n(C)c2c1)[C@@H](CO)N(S(=O)(=O)c1ccc(C)cc1)CC31CCN(C)CC1 | 0.36
O=C(CC1CC1)N1CC(=O)N2[C@@H](CO)[C@@H](c3ccc(C#Cc4ccc(F)cc4)cc3)[C@@H]2C1 | 2.4
N#C[C@@H]1[C@H](c2ccc(C#CC3CCCC3)cc2)[C@@H](CO)N1C(=O)Cc1ccccn1 | 0.19
CC(C)NC(=O)N1[C@H](C#N)[C@@H](c2ccccc2-c2ccc(F)cc2)[C@@H]1CO | -0.022
N#C[C@H]1[C@H](c2ccc(C3=CCCC3)cc2)[C@@H](CO)N1c1nc(-c2ccccc2)cs1 | 3.7
O=C(Nc1ccccc1)N1CCCCN2[C@@H](CO)[C@H](c3ccc(C#CC4CC4)cc3)[C@@H]2C1 | 4.7
O=C1CN(S(=O)(=O)Cc2ccccc2)C[C@@H]2[C@@H](c3ccc(C#Cc4cccc(F)c4)cc3)[C@H](CO)N12 | 3.2
Cc1ccc(-c2ccc([C@@H]3[C@@H](CO)N4CCCCN(C(=O)Nc5cccc(F)c5)C[C@@H]34)cc2)cc1 | 5
C[C@H]1CN([C@@H](C)CO)C(=O)c2ccccc2-c2ccccc2CO[C@@H]1CN(C)S(=O)(=O)c1ccc([N+](=O)[O-])cc1 | 1
CC(=O)NC[C@H]1[C@H](c2ccc(C3=CCCC3)cc2)[C@@H](CO)N1Cc1cccnc1 | -0.19
SMILES | IDE exosite FP
COc1ccc(NC(=O)N2CCCCN3[C@@H](CO)[C@H](c4ccc(C5=CCCCC5)cc4)[C@@H]3C2)cc1 | 1.4
N#C[C@@H]1N[C@@H](CO)[C@@H]1c1ccccc1 | 2.3
O=C(Cc1ccccc1)N1CC[C@@H]2[C@@H](CO)Nc3ccc(C#Cc4cccc(F)c4)cc3[C@@H]21 | 0.41
COc1cccc(S(=O)(=O)N2CCCCN3[C@@H](CO)[C@H](c4ccc(-c5cncnc5)cc4)[C@@H]3C2)c1 | 1.1
N#C[C@@H]1[C@@H](c2ccc(C#Cc3cccnc3)cc2)[C@@H](CO)N1C(=O)NC1CCCCC1 | -0.51
C[C@H](CO)N1C[C@H](C)[C@@H](CN(C)C(=O)Cc2cccnc2)Oc2cc(C#Cc3ccccc3F)ccc2S1(=O)=O | -1.4
O=C(NC[C@H]1[C@@H](c2ccccc2)[C@@H](CO)N1CC1CCCC1)c1ccccc1 | 2.9
C[C@@H](O)C#Cc1ccc([C@H]2[C@H](CO)N3CCCCN(CC4CCOCC4)C[C@@H]23)cc1 | 1.2
COCC#Cc1ccc([C@@H]2[C@H](CO)N3CCCCN(Cc4cncnc4)C[C@@H]23)cc1 | -0.16
COCC#Cc1ccc([C@@H]2[C@@H](CO)N3CCCCN(S(=O)(=O)c4cccc(OC)c4)C[C@H]23)cc1 | 4.8
Cc1ccccc1S(=O)(=O)Nc1ccc2c(c1)C(=O)N(C)[C@@H]1CC[C@H](CC(=O)O)O[C@@H]1CO2 | -1.1
COc1cc(CN2[C@@H]3CNC[C@H]2C3c2ccc(-c3ccccc3)cc2)cc(OC)c1 (some centres undefined) | -2.4&2.6
CN(C)C(=O)c1ccc(-c2ccc([C@@H]3[C@@H](CO)N4CCCCN(C(=O)C5CC5)C[C@@H]34)cc2)cc1 | 2.6
COc1ccc(S(=O)(=O)N(C)C[C@@H]2Oc3c(cccc3N(C)C)C(=O)N([C@@H](C)CO)C[C@H]2C)cc1 | 0.19
CN(C[C@H]1N[C@@H](CO)[C@H]1c1ccc(C2=CCCC2)cc1)S(C)(=O)=O | 0.77
COc1ccc2c3c([nH]c2c1)[C@@H](CO)N(C(=O)NC1CCCC1)CC31CN(C(=O)Nc2cccc(F)c2)C1 | -0.59
C[C@@H]1CN([C@H](C)CO)S(=O)(=O)c2ccc(-c3ccc(F)cc3)cc2O[C@@H]1CN(C)Cc1ccccc1C(=O)O | -0.7
CC(C)NC(=O)Nc1ccc2c(c1)C(=O)N(C)[C@H]1CC[C@@H](CC(=O)NCc3ccc(F)cc3)O[C@H]1CO2 | 0.48
O=C1CN(S(=O)(=O)Cc2ccccc2)C[C@@H]2[C@H](c3ccc(C#Cc4cccnc4)cc3)[C@@H](CO)N12 | 2.5
C/C=C/c1ccc([C@H]2[C@@H](CO)N(c3nc(CC)cs3)[C@H]2C#N)cc1 | 1.3
CO[C@@H]1CN(C)C(=O)c2ccc(NC(=O)Nc3ccccc3)cc2OC[C@H](C)N(C(=O)CC2CC2)C[C@@H]1C | 0.74
COc1cccc(NC(=O)C[C@H]2CC[C@H]3[C@@H](COc4ccc(NS(=O)(=O)c5cccc(F)c5)cc4C(=O)N3C)O2)c1 | -0.21
O=C(C[C@H]1CC[C@H]2[C@@H](COC[C@@H](O)CN2Cc2cccc(Cl)c2)O1)NCc1cccc(F)c1 | -0.2
CC(C)C#Cc1ccc([C@@H]2[C@H](C#N)N(C(=O)C3CC3)[C@H]2CO)cc1 | 3.1
O=S(=O)(Cc1ccccc1)N1CCCCN2[C@H](CO)[C@H](c3ccc(-c4cccnc4)cc3)[C@H]2C1 | 2.6

Part of the list above in another layout.
compound	IDE exosite FP
C[C@@H](O)C#Cc1ccc([C@H]2[C@H](CO)N3CCCCN(CC4CCOCC4)C[C@@H]23)cc1	1.2
COCC#Cc1ccc([C@@H]2[C@H](CO)N3CCCCN(Cc4cncnc4)C[C@@H]23)cc1	-0.16
COCC#Cc1ccc([C@@H]2[C@@H](CO)N3CCCCN(S(=O)(=O)c4cccc(OC)c4)C[C@H]23)cc1	4.8
Cc1ccccc1S(=O)(=O)Nc1ccc2c(c1)C(=O)N(C)[C@@H]1CC[C@H](CC(=O)O)O[C@@H]1CO2	-1.1
COc1cc(CN2[C@@H]3CNC[C@H]2C3c2ccc(-c3ccccc3)cc2)cc(OC)c1 (some centres undefined)	-2.4&2.6

Quoted at random: two entries already listed, in no set order.
SMILES | IDE exosite FP
C[C@@H]1CCCCO[C@@H](CN(C)C(=O)CCC(F)(F)F)[C@@H](C)CN([C@@H](C)CO)C(=O)c2cc(NC(=O)C3CCCCC3)ccc2O1 | -0.79
O=C(C[C@H]1CC[C@H]2[C@@H](COC[C@H](O)CN2Cc2ccc(C(F)(F)F)cc2)O1)N1CCc2ccccc2C1 | 1.1

The main list resumes, starting 2 compounds before the break.
SMILES | IDE exosite FP
CC(C)C#Cc1ccc([C@@H]2[C@H](C#N)N(C(=O)C3CC3)[C@H]2CO)cc1 | 3.1
O=S(=O)(Cc1ccccc1)N1CCCCN2[C@H](CO)[C@H](c3ccc(-c4cccnc4)cc3)[C@H]2C1 | 2.6
O=C(c1ccncc1)N1C[C@@H]2[C@H](c3ccccc31)[C@@H](CO)N2Cc1ccccc1F | -0.027
CN(C)C(=O)c1cccc(-c2ccc(C3[C@@H]4CN(C(=O)CN5CCOCC5)C[C@H]3N4)cc2)c1 (some centres undefined) | -0.51&-0.84
COC(=O)C[C@H]1C[C@@H]2c3cc(NC(=O)C4CCOCC4)ccc3O[C@@H]2[C@H](CO)O1 | -0.99
Cc1ccc(S(=O)(=O)Nc2ccc3c(c2)C(=O)N([C@H](C)CO)C[C@@H](C)[C@H](CN(C)S(=O)(=O)c2cccs2)OCCCC[C@@H](C)O3)cc1 | -0.65
O=C(C1CCOCC1)N1CC(=O)N2[C@@H](CO)[C@H](c3ccc(C#Cc4cccc(F)c4)cc3)[C@@H]2C1 | -6.6*
C[C@@H]1CN([C@@H](C)CO)C(=O)CCCn2cc(nn2)CO[C@H]1CN(C)C(=O)c1ccc(N2CCN(C)CC2)cc1 | -0.16
N#C[C@@H]1[C@@H](c2ccc(C#Cc3ccccc3F)cc2)[C@H](CO)N1C(=O)c1cccnc1 | -2.5
COc1ccc(CN(C)C[C@@H]2Oc3ccc(NC(=O)Nc4ccc5c(c4)OCO5)cc3CC(=O)N([C@@H](C)CO)C[C@H]2C)cc1 | 1.3
CN1CCN(C(=O)C[C@H]2C[C@H]3c4cc(NS(C)(=O)=O)ccc4O[C@H]3[C@@H](CO)O2)CC1 | -0.27
CCS(=O)(=O)N1CCCCN2[C@H](C1)[C@@H](c1ccc(C#Cc3ccccc3OC)cc1)[C@@H]2CO | -9.5*
